RAD52 inh: inhibitors of human RAD52 DNA annealing | P43351 | recombinant RAD52 DNA annealing, FRET fluorescence | inhibition, % at 18.7 µM | hit rate 0.46% among 360,000 | AID 651710;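 active means every replicate showing at least 50% inhibition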
Target sequence (P43351 whole entry, looked up): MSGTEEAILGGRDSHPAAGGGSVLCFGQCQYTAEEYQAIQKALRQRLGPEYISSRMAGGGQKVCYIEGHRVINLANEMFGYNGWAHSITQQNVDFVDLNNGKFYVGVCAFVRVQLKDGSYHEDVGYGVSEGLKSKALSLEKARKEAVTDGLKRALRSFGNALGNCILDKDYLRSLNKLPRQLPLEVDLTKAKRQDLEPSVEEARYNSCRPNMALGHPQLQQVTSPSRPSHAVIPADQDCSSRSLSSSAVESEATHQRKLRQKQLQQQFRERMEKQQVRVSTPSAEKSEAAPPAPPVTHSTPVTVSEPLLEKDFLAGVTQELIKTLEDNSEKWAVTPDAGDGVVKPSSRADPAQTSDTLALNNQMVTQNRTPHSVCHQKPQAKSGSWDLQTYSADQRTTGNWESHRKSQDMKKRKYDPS
E-selectin induc: induces E-selectin expression in human endothelial cells; P16581; HUVEC E-selectin immunofluorescence imaging; normalized: neutral wells 0, TNF-alpha wells 100; activation, % at 7.58 µM; hit rate 0.37% among 260,000;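 active means mean E-selectin-positive cell signal at least 10% of the positive control, reached in at least 60% of replicates, without over 20% cell loss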;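 further: in these data hits start at about 27%; measured in HUVEC primary endothelial cells; signal is the percent of cells scored E-selectin positive by PE staining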
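Material: HUVEC primary endothelial cells; Amount: 3,000 cells per well; Dosing: single concentration; Medium: EGM-2 growth medium on 0.1% gelatin-coated wells; Read-out basis: percent E-selectin-positive cells; Signal: immunofluorescence imaging; Control set: TNF-alpha, DMSO.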
S100A4 inh HTS: S100A4-myosin IIA interaction inhibition; AID 652163; hit rate 0.14% among 360,000; inhibition, % at 10.7 µM; S100A4/TAMRA-MyoIIA peptide fluorescence polarization;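 active means mean inhibition of at least 70% across replicates, with every replicate also reaching that level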
Target sequence (P26447 whole entry, looked up): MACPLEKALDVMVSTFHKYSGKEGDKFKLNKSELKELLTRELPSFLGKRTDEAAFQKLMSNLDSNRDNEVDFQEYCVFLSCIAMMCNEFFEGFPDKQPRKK
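incubation = readout 5 min after mixing, signal stable up to 60 min | system = S100A4 monomer protein | buffer or medium = HEPES pH 7.2 with CaCl2, KCl, NaCl, DTT, Triton | benchmarks = neutral control DMSO, positive control TFP | also added = fluorescent myosin IIA peptide, 5 nM | compound dosing = one concentration per compound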
RAD54 branch: inhibitors of human RAD54 branch migration | Q92698 | AID 602329 | RAD54 Holliday junction branch migration, FAM/BHQ fluorescence | inhibition, % at 10.4 µM | hit rate 0.14% among 360,000;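 active means mean normalized replicate activity at least 40 and at least half of replicates scoring 40 or more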;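 further: 0% = median of neutral control wells and 100% = median of positive control wells; inhibitors cause a drop in the FAM fluorescence signal; in these data hits start at about 50%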
ERp5 block: ERp5 (human) disulfide isomerase inhibition | inhibition, % at 9.99 µM | hit rate 0.05% among 350,000 | ERp5 insulin aggregation, absorbance 650 nm, 90 min;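 active means mean replicate inhibition above about 25%, with every replicate also reaching it, limit read from the data, passing the limit was not always enough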
Target sequence (Q15084 whole entry, looked up): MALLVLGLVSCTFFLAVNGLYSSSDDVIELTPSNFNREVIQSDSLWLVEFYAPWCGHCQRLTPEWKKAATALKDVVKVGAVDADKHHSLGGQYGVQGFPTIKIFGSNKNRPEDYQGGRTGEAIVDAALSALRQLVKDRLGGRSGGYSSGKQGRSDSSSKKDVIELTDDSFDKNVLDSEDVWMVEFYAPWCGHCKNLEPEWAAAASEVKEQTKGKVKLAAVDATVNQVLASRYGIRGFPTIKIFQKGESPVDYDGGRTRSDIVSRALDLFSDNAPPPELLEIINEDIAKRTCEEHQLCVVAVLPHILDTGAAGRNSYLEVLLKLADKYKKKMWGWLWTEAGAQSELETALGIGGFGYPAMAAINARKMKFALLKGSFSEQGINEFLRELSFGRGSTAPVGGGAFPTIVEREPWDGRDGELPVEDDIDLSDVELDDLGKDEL
ERAP1 HTS inh: blocks human ERAP1 aminopeptidase activity; inhibition, % at 10.7 µM; hit rate 0.15% among 340,000; recombinant ERAP1, Leu-AMC fluorescence, 60 min;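 active means mean replicate inhibition of at least 30%, or all replicates individually reaching that 30% level; inactive means mean below 30% and not every replicate reaching it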;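 further: 0% = neutral control wells and 100% = L-leucinethiol positive control wells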
Xi reactivation: X-chromosome reactivation activator; hit rate 0.055% among 360,000; activation, % at 7.58 µM; XiGFP mouse fibroblasts, % GFP-positive cells imaging, 3 d; cells co-treated with 5-aza-dC sensitizer; scaled so ellipticine positive control = 100%;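 active means mean normalized replicate activation at least 10% and every replicate at or above 10%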;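 further: 0% = median of on-plate neutral control wells and 100% = ellipticine 6 µM median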
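Schedule: 3 d treatment, 15 min room-temperature fixation; system: 68-5-11 XiGFP fibroblast line; buffer or medium: DMEM plus 5-aza-dC sensitizer; control set: ellipticine 6 µM positive control; compound: one concentration, pinned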
esBAF inh: inhibitors of esBAF chromatin remodeling in mouse ES cells; reporter increase, % at 12.5 µM; hit rate 2% among 350,000; AID 602393; Bmi1-luciferase knock-in reporter, 24 h; 100% = twice the neutral-well signal; in the data active means activation above about 40%;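 further: 0% = median of the plate's neutral control wells and 100% = double that signal; a rise in the Bmi1 reporter signal indicates esBAF inhibition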
The depositor's hits bear a star; . = no result given; & = joins results of further samples. Not a hit list. Share with any hit: about 2.5%.

SMILES	RAD52 inh	E-selectin induc	S100A4 inh HTS	RAD54 branch	ERp5 block	ERAP1 HTS inh	Xi reactivation	esBAF inh
COc1nc(NCCO)nc(Nc2ccccc2F)n1	-9	.	-14	.	2	-2	0.1	.
Cc1ccc(S(=O)(=O)N(C)C[C@@H]2Oc3ccc(NC(=O)C4CC4)cc3CC(=O)N([C@@H](C)CO)C[C@@H]2C)cc1	9	-0.1	29	1	-2	-2	-0.4	-1
C[C@@H]1CN([C@@H](C)CO)C(=O)c2cc(NC(=O)c3ccncc3)ccc2O[C@H]1CN(C)Cc1ccncc1	10	-0.2	-5	1	7	0	0.1	5
CCCNC(=O)C[C@H]1C[C@H]2c3cc(NC(=O)NC4CCCC4)ccc3O[C@H]2[C@H](CO)O1	-12	-0.1	-9	1	6	0	0.0	1
CCOc1ccc2c(c1)nc(NCCCO)n2Cc1ccccc1	-4	3.0	2	1	-8	0	0.0	-11
Cc1ccc(S(=O)(=O)N2CCN(c3ccnc4cc(Cl)ccc34)CC2)cc1	-10	-1.6	0	.	1	-3	0.0	.
O=C1N[C@H]2CC=C[C@H]2N(Cc2cccs2)c2ccccc21	-8	0.0	2	-6	4	-1	0.1	5
O=C(CN1CCN(C(=O)c2cccc(-n3cnnn3)c2)CC1)Nc1ccccc1Cl	-4	.	2	-6	11	3	1.5	2
CC(C)Cc1ccc(C(C)C(=O)Nc2cccnc2)cc1 (stereo unspecified)	-4	.	-4	-14	4	0	0.1	-7
Nc1ccc(-c2nc3ccc([N+](=O)[O-])cc3[nH]2)cc1	-5	.	3	.	-5	2	-0.1	.

Entries above containing sulfur (three):
SMILES	RAD52 inh	E-selectin induc	S100A4 inh HTS	RAD54 branch	ERp5 block	ERAP1 HTS inh	Xi reactivation	esBAF inh
Cc1ccc(S(=O)(=O)N(C)C[C@@H]2Oc3ccc(NC(=O)C4CC4)cc3CC(=O)N([C@@H](C)CO)C[C@@H]2C)cc1	9	-0.1	29	1	-2	-2	-0.4	-1
Cc1ccc(S(=O)(=O)N2CCN(c3ccnc4cc(Cl)ccc34)CC2)cc1	-10	-1.6	0	.	1	-3	0.0	.
O=C1N[C@H]2CC=C[C@H]2N(Cc2cccs2)c2ccccc21	-8	0.0	2	-6	4	-1	0.1	5

Other compounds follow:
SMILES	RAD52 inh	E-selectin induc	S100A4 inh HTS	RAD54 branch	ERp5 block	ERAP1 HTS inh	Xi reactivation	esBAF inh
O=C(C[C@H]1CC[C@H](NC(=O)Nc2ccc(F)cc2)[C@H](CO)O1)NCCN1CCCC1	-12	0.0	11	14	2	-8	0.1	2
O=C(NC[C@@H]1CC[C@@H]2[C@@H](CN2S(=O)(=O)c2ccccc2[N+](=O)[O-])O1)C1CCCCC1	20	.	-7	.	-3	2	.	.
COCCn1c(C)cc(C(=O)CSc2nnc(C3CC3)n2C2CC2)c1C	-12	0.8	-12	-7	4	4	0.2	10
C[C@H]1CCCCO[C@@H](CN(C)S(=O)(=O)c2ccc(Cl)cc2)[C@@H](C)CN([C@@H](C)CO)C(=O)c2cc(NS(=O)(=O)c3ccc(Cl)cc3)ccc2O1	.	0.2	.	-7	.	.	0.0	1
C[C@H](CO)N1C[C@H](C)[C@H](CN(C)C(=O)Nc2ccccc2)Oc2ccc(NC(=O)CCC(F)(F)F)cc2CC1=O	-15	-0.1	-14	7	6	0	0.1	0
O=C(NCc1ccccc1)C1=C[C@@H](c2coc3ccccc3c2=O)C[C@@H](OCc2ccc(CO)cc2)O1	-42&1	0.3	-2&-2	-7	6&2	1&4	-0.2	4
CNC[C@@H]1OCCCC[C@@H](C)Oc2ccc(NC(=O)Nc3cccc4ccccc34)cc2C(=O)N([C@H](C)CO)C[C@H]1C	-90	0.3	-8	-4	2	-3	-1.0	-1
Cc1ccc(S(=O)(=O)N(C)CC(=O)Nc2ccccc2N2CCCC2)cc1	-24	.	-2	8	-8	3	0.0	-1
CN(C(=O)c1ccc(NC(=O)Cc2cccc(NC(=O)C3CCN(C(=O)C4CC4)CC3)c2)cc1)C1CCCC1	-4	0.9	0	8	-1	0	0.0	3
CCOC(=O)C1=CN(CC)S(=O)(=O)NC1CCc1ccccc1 (stereo unspecified)	-19	2.6	4	4	0	-1	.	-7
COc1ccc(NC(=O)Nc2ccc3c(c2)C(=O)N([C@H](C)CO)C[C@@H](C)[C@H](CN(C)Cc2ccc(Oc4ccccc4)cc2)O3)cc1	-8	1.0	-6	-1	-1	-4	-0.1	-6
CCCNC(=O)NC[C@@H]1[C@@H](c2ccc(C3=CCCC3)cc2)[C@@H](CO)N1C(C)=O	.	0.1	.	1	.	.	0.0	3
C[C@H]1CCCCO[C@H](CN(C)C(=O)c2ccccc2)[C@@H](C)CN([C@@H](C)CO)C(=O)c2cc(NC(=O)Cc3ccccc3)ccc2O1	-1	0.1	4	-3	-7	0	-0.3	-9
CC1CCCC(C)N1C(=O)COC(=O)c1cc(F)c(F)cc1Cl (stereo unspecified)	0	-0.1	-7	5	-3	-2	0.9	0
CC(C)(C)c1ccc2c(c1)OC(C(=O)N/N=C\c1ccncc1)CO2 (stereo unspecified)	5	0.4	1	4	-1	-6	0.1	-2
Cc1c(/C=N/Nc2ccc(F)cc2)c(O)n(C)c(=O)c1C#N	-73	0.2	-56	.	4	0	-0.1	.
CCOC(=O)Cn1c(C)cc(=O)c2cccc(C)c21	-17	.	0	7	1	0	.	-2
CC(C)NC(=O)Nc1ccc2c(c1)C(=O)N([C@H](C)CO)C[C@H](C)[C@@H](CN(C)C(=O)CCC(F)(F)F)OCCCC[C@H](C)O2	2	-0.3	7	7	0	-1	0.0	.
CCCNC(=O)C1CC(=O)N(c2ccc(OCC(=O)Nc3cccc(C)c3C)cc2)C1 (stereo unspecified)	-5	.	3	3	3	-1	0.6	3
CC1CN(C(=O)CCC(=O)N2CCCCC2)c2cc(Cl)ccc2O1 (stereo unspecified)	-9	.	-4	0	19	2	0.1	-1
CCOc1ccc(Nc2nc(Cc3nnc(SCC(=O)c4ccc(C)c(C)c4)o3)cs2)cc1	-8	.	-9	-7	1	11	.	13
COc1ccc(S(=O)(=O)N(C)C[C@H]2Oc3ccc(NC(=O)NC(C)C)cc3CC(=O)N([C@@H](C)CO)C[C@@H]2C)cc1	1	0.1	66	6	-1	1	-0.1	-4
CCCOc1ccc(C(=O)Nc2ccc3c(c2)OCCO3)cc1	-65	0.1	11	-1	1	1	0.0	8
CCCN1C[C@H](C)[C@H](OC)CN(C)C(=O)c2cc(NS(C)(=O)=O)ccc2OC[C@H]1C	.	0.2	.	-11	.	.	0.3	-1
C[C@H]1CN([C@@H](C)CO)C(=O)c2cc(N(C)C)ccc2O[C@@H]1CN(C)S(=O)(=O)c1ccccc1	25	-4.9	-1	1	1	2	-1.0	-4
COc1c(OC(C)=O)ccc(/C=C/c2ccc3ccccc3n2)c1[N+](=O)[O-]	-12	.	2	-7	3	5	.	31
CCN1CCCC1CNC(=O)c1cc(COc2ccc(C)c(C)c2)on1 (stereo unspecified)	-30	-0.2	-9	8	-18	-3	0.1	45*
COc1ccc2[nH]c3c(c2c1)CCN1C(=O)C(CC(=O)NCc2ccco2)C[C@H](C(=O)N2CCOCC2)[C@@]31C (stereo partly specified)	-9	-0.1	-1	4	-1	0	0.1	9
Cc1ccc(-c2c(=O)n(O)c3ccccc3[n+]2[O-])cc1	-26	0.6	-1	0	3	2	0.0	14
O=C(c1cccc(F)c1)N1CC(=O)N2[C@H](CO)[C@@H](c3ccc(C4=CCCC4)cc3)[C@H]2C1	7	-0.1	-38	.	1	0	-0.1	.
C=CCn1c(Cn2c(-c3cnccn3)nc3ccccc32)nc2ccccc21	-14	0.0	-6	.	-3	-1	0.0	.
CCCCCCCCOC(=O)c1cc([N+](=O)[O-])c(Sc2ncnc3nc[nH]c23)c([N+](=O)[O-])c1	0	0.2	1	.	3	-3	0.5	.
CCOC(=O)c1ccc(NC(=O)Nc2cc(C)cc(C)n2)cc1	-3	.	-23	.	4	0	0.0	.
Cc1cccc(C)c1NC(=O)CNC(=O)c1ccc(COc2ccccc2)o1	-19	-0.6	0	18	5	1	0.0	4
O=C(COC(=O)/C=C/c1ccccc1)NCc1ccco1	-10	-1.2	2	3	-1	-1	0.1	9
Cc1ccc(Nc2nc(C(=O)N3CCC(C(=O)NC(C)C)CC3)cs2)cc1	-8	0.0	-1	2	1	-1	0.1	.
CCOc1ccccc1CN1CCC(N2CCC(C(=O)NC3CC3)CC2)CC1	-14	.	5	-11	2	-1	0.4	-1
CCC(=O)N1C[C@H](C)[C@@H](OC)CN(C)C(=O)c2cc(NC(=O)C3CCCCC3)ccc2OC[C@@H]1C	-3	-0.1	2	-8	5	-3	-0.1	-2
CC(=O)c1ccccc1OCC(O)CN1CCN(c2ccccn2)CC1 (stereo unspecified)	-6	.	-31	-10	0	-2	0.0	1
O=C(Nc1ccc(Cl)cn1)c1ccc2c(c1)OCCO2	-41	.	-10	7	4	11	-0.1	-46
C[C@@H]1CN([C@@H](C)CO)C(=O)c2cc(NS(C)(=O)=O)ccc2O[C@@H]1CN(C)C(=O)NC1CCCCC1	-1	.	13	-7	9	0	0.7	1
CCn1cc(C(=O)NCc2cccs2)c(=O)c2cc(S(=O)(=O)N3CCOCC3)ccc21	-2	0.2	14	.	6	0	-0.1	.
CCOC(=O)C1=C(C)N(CCCC(=O)O)C(=O)NC1c1cc2ccccc2c2ccccc12 (stereo unspecified)	-6	0.1	-6	.	5	-96	0.0	.
Cc1cc(NC(=O)CN2C(=O)NC3(CCCCC3)C2=O)no1	-5	.	-1	-12	-4	0	0.1	.
CC(Sc1ccccn1)C(=O)NC1CCCC1 (stereo unspecified)	-9	0.7	4	-13	-1	4	0.2	-2
O=C(C[C@H]1CC[C@@H]2[C@H](COC[C@@H](O)CN2C(=O)c2ccncc2)O1)NC1Cc2ccccc2C1	-1	0.0	-5	0	1	3	-0.1	6
Cc1cc2c(cc(C(=O)OC(C(=O)NC3CCCCC3)C(C)C)n2C)o1 (stereo unspecified)	-6	.	2	8	-13	0	-0.2	8
Cc1ccc(S(=O)(=O)N2CCOCC2)cc1NC(=O)COC(=O)C1(C)CC1(Cl)Cl (stereo unspecified)	10	-1.6	-1	-5	2	0	0.1	-5
C[C@H](CO)N1C[C@H](C)[C@H](CN(C)CC2CCOCC2)Oc2ncc(C#CCc3ccccc3)cc2C1=O	-6	-0.2	-7	2	29	1	-0.4	-3
CN1C[C@H]2[C@@H](c3ccccc31)[C@H](CO)N2C(=O)c1ccccn1	-12	-0.1	-6	6	-1	2	0.3	0
Cc1noc(C)c1NC(=O)N(C)C[C@H]1Oc2c(NS(=O)(=O)c3cn(C)cn3)cccc2C(=O)N([C@@H](C)CO)C[C@H]1C	3	0.0	-7	10	-4	0	-0.6	-6
Cc1cc(C)c(NS(=O)(=O)c2ccc3c(c2)oc(=O)n3C)c(C)c1	-138	-0.1	-7	10	-2	-8	0.6	-3
CC1CCN(CCCn2c(=S)[nH]c3c(sc4ccc([N+](=O)[O-])cc43)c2=O)CC1	24	-0.2	-29	10	5	-2	0.0	4
